# NCI-60 one-dose screen, 48 h, at 10 µM unless noted. Numbers give growth in % (100 = growth as untreated, 0 = no growth, -100 = all killed).
# MDA-MB-435 – MDA-MB-435 melanoma. AID 1794794. 82,000 compounds, 7.8% hits
# UACC-257 – UACC-257 melanoma | 78,000 compounds, 4.4% hits | AID 1794764
# M14 – M14 melanoma. 80,000 compounds, 6.2% hits
# SK-MEL-5 – SK-MEL-5 melanoma. 80,000 compounds, 6.4% hits
# SK-MEL-28 – SK-MEL-28 melanoma; 81,000 compounds, 4.1% hits; AID 1794761
# MALME-3M – MALME-3M melanoma. 78,000 compounds, 5.8% hits
# SK-MEL-2 – SK-MEL-2 melanoma; AID 1794763; 77,000 compounds, 4.7% hits
# UACC-62 – UACC-62 melanoma | 81,000 compounds, 5.4% hits
# Active calls of the source: *; . = not tested or not shown; & = joins results of further samples. Rule for the calls: active = growth percent below 10; inactive = the rest.
[1] COc1ccc(CN2CCc3c(nc(N)nc3Sc3ccccc3)C2)c(OC)c1
[2] CC(C)(C)COC(=S)S
[3] COc1ccc(-c2nnc(-c3c(-c4ccc(F)cc4)nc4ncccn34)o2)cc1
[4] O=C1CC(c2nc3ccccc3[nH]2)CN1C1CCCCC1 (centres undefined)
[5] N#Cc1c(-c2ccccc2)cc(-c2ccccc2)n(Cc2ccccc2)c1=O
[6] N#Cc1c(N=Cc2ccc(Br)cc2)n[nH]c1Nc1ccccc1
[7] CC1(C)C(=O)/C(=C\c2cccnc2)C[C@]2(C)[C@H]3CC=C4[C@@H]5C[C@@](C)(C(=O)O)CC[C@]5(C)CC[C@@]4(C)[C@]3(C)CC[C@@H]12
[8] COc1cccc(N2CCC(=O)NC2=S)c1
Screen / compound no. | 1 | 2 | 3 | 4 | 5 | 6 | 7 | 8
MDA-MB-435 | 95.8 | 106.7 | 115.7 | 106.6 | 101.7 | 97.5 | 102.8 | 105.0
UACC-257 | 91.4 | 102.4 | 108.0 | 101.2 | 103.4 | 126.6 | 87.7 | 104.8
M14 | 100.2 | 100.1 | 104.1 | 104.1 | 100.2 | 112.9 | 100.1 | 104.6
SK-MEL-5 | 89.3 | 96.5 | 97.4 | 100.8 | 84.2 | . | 108.8 | 98.5
SK-MEL-28 | 94.1 | 104.2 | 104.3 | 112.4 | 104.7 | 111.5 | 108.9 | 113.4
MALME-3M | . | 87.2 | 115.3 | 102.5 | 92.4 | 115.4 | 125.6 | 100.9
SK-MEL-2 | 106.2 | 113.2 | 89.8 | . | 103.4 | 116.1 | 96.8 | 119.6
UACC-62 | 88.0 | 110.9 | 109.2 | 104.4 | 81.1 | 95.4 | 97.7 | 90.5

# In another format: 2 of the compounds above.
nr | compound | MDA-MB-435 | UACC-257 | M14 | SK-MEL-5 | SK-MEL-28 | MALME-3M | SK-MEL-2 | UACC-62
8 | COc1cccc(N2CCC(=O)NC2=S)c1 | 105.0 | 104.8 | 104.6 | 98.5 | 113.4 | 100.9 | 119.6 | 90.5
3 | COc1ccc(-c2nnc(-c3c(-c4ccc(F)cc4)nc4ncccn34)o2)cc1 | 115.7 | 108.0 | 104.1 | 97.4 | 104.3 | 115.3 | 89.8 | 109.2

# Structures shown so far containing sulfur:
[1] COc1ccc(CN2CCc3c(nc(N)nc3Sc3ccccc3)C2)c(OC)c1
[2] CC(C)(C)COC(=S)S
[8] COc1cccc(N2CCC(=O)NC2=S)c1
Screen / compound no. | 1 | 2 | 8
MDA-MB-435 | 95.8 | 106.7 | 105.0
UACC-257 | 91.4 | 102.4 | 104.8
M14 | 100.2 | 100.1 | 104.6
SK-MEL-5 | 89.3 | 96.5 | 98.5
SK-MEL-28 | 94.1 | 104.2 | 113.4
MALME-3M | . | 87.2 | 100.9
SK-MEL-2 | 106.2 | 113.2 | 119.6
UACC-62 | 88.0 | 110.9 | 90.5

# Next entries follow.
[9] CCN(Cc1ccccc1)C(=O)Nc1c(Cl)cccc1Cl
[10] C/C(=N/N=C(N)N)c1ccc(N)cc1
[11] COC12NC(=O)N(C)C1(OC)C(=O)N(C)C(=O)N2C (centres undefined)
[12] Brc1cc2c(c3ccccc13)N1O[C@@H](C2)C[C@H]1c1ccccc1
[13] Cc1cc(Nc2cc(N)ncn2)c(=O)n2c1C(=O)NC21CCCCC1
[14] CN1CCN(Cc2ccc(NC(=O)c3cncc(C#Cc4cnc(N)c5ccccc45)c3)cc2C(F)(F)F)CC1
[15] CC(=O)[C@H]1CC[C@H]2[C@@H]3CCC4=CC(=O)C=C[C@]4(C)[C@H]3C(=O)C[C@]12C
[16] CC(C)CC1NC(=O)C(CCCCN)NC(=O)C(CCCCN)NC(=O)C(Cc2ccccc2)NC(=O)C(CCCCN)NC(=O)C(CC(C)C)NC(=O)C(CC(N)=O)NC(=O)C(C(C)C)NC(=O)C(CC(C)C)NC(=O)C(CCCCN)NC(=O)C(CCCCN)NC(=O)C(Cc2ccccc2)NC1=O (centres undefined)
Screen / compound no. | 9 | 10 | 11 | 12 | 13 | 14 | 15 | 16
MDA-MB-435 | 102.2&101.2 | 49.0 | 109.3 | 87.0 | 101.1 | -88.7* | 105.6 | 85.3
UACC-257 | 96.0 | 150.1 | 112.7 | 103.9 | 120.4 | -90.1* | 94.8 | 99.8
M14 | 105.4&95.2 | 95.9 | 107.4 | 97.6 | 109.5 | -79.3* | 109.3 | 86.7
SK-MEL-5 | 100.3&100.5 | 106.7 | 107.9 | 105.0 | . | -98.1* | 100.2 | 94.6
SK-MEL-28 | 99.4&118.6 | 109.9 | 114.3 | 96.9 | 107.1 | -92.9* | 112.7 | 98.6
MALME-3M | 95.5&93.9 | 114.9 | 116.6 | 83.3 | 121.9 | -88.6* | 104.0 | 105.2
SK-MEL-2 | 114.7 | 154.4 | 123.5 | . | 109.3 | -81.6* | 109.7 | 93.3
UACC-62 | 83.6&97.3 | 105.3 | 106.5 | 77.5 | 95.1 | -91.4* | 96.3 | 64.3

# Assay outcomes: PubChem, NCI

# The order is random. Share with any hit: about 11%.
